# Rv3671c inh = inhibitors of M. tuberculosis serine protease Rv3671c; P9WHR9; inhibition, % at 5.96 µM; 320,000 tested, 0.048% active; AID 2606; in the data active = inhibition above about 38%;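 also: extracellular domain of Rv3671c used as enzyme; 0% = enzyme with DMSO and 100% = no enzyme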
# PriA SSB inh = inhibitors of Klebsiella pneumoniae PriA binding to SSB C-terminal tail | AID 1272365 | 430,000 tested, 0.6% active | AlphaScreen SSBct-PriA binding, biotinylated peptide | inhibition, % at 33 µM; in the data active = inhibition mostly above about 37%, no sharp cut-off; inactive = mostly below about 20%;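 also: plate controls were negative control peptide for no effect and reference peptide for full effect; strong numbers were not always called active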
# Anthrax LF inh2 = inhibitors of Bacillus anthracis lethal factor protease; 360,000 tested, 0.12% active; multiplex microsphere protease cleavage assay, LF; inhibition, % at 10 µM; P15917; also: plate controls were buffer without enzyme for full effect and enzyme alone for no effect
# Target sequence (P15917 whole entry, looked up): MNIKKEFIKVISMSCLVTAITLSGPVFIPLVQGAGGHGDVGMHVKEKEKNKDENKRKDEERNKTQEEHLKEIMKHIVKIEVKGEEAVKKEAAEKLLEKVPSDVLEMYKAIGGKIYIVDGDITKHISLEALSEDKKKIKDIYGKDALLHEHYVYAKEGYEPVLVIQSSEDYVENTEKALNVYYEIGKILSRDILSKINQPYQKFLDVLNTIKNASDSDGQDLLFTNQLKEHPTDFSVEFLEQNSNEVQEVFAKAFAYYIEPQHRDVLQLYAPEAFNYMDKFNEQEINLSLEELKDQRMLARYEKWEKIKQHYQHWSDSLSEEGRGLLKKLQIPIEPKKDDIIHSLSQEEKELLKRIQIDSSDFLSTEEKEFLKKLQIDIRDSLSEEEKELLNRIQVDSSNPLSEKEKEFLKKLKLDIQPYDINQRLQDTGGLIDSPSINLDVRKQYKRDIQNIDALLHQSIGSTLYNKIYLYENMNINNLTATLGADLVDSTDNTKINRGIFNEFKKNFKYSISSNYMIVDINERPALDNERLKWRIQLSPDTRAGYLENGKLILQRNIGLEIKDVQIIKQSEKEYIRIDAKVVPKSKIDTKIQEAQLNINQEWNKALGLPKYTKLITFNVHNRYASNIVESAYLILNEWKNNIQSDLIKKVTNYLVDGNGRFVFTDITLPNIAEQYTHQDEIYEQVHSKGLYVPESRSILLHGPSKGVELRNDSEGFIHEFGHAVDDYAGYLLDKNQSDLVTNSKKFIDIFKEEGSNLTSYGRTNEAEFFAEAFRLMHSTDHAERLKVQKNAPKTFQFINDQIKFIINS
# BoNT A protease = blocks Botulinum neurotoxin A light chain protease | multiplex microsphere protease substrate cleavage, flow cytometry | inhibition, % at 10 µM | 360,000 tested, 0.17% active; also: plate controls were buffer without enzyme for full effect and enzyme alone for no effect
# BoNT-F LC inh = blocks Botulinum neurotoxin F light chain protease; inhibition, % at 10 µM; Multiplex microsphere protease cleavage assay, flow cytometry; 360,000 tested, 0.22% active; in the data active = inhibition above about 35%, passing the limit was not always enough; inconclusive = no clear call, values can overlap the other calls; also: plate controls were buffer without enzyme for full effect and enzyme alone for no effect
# PrPC TRFRET = inhibitors of human cell surface prion protein PrPC | AID 720596 | inhibition, % at 13.8 µM | 370,000 tested, 0.43% active | P04156 | TR-FRET read-out; in the data active = inhibition above about 24%; also: 0% = median of the test wells and 100% = reference compound wells
# CCHF vOTU inh = CCHFV vOTU protease inhibition; inhibition, % at 11.5 µM; AID 651958; Pep-AMC fluorescence; 370,000 tested, 0.55% active; in the data active = inhibition above about 30%; also: 0% = vehicle wells with enzyme and 100% = no enzyme wells
# MazF activator = increases E. coli MazEF RNase cleavage of RNA | FAM/BHQ RNA-DNA oligo cleavage fluorescence, 5 h | activation, % at 20 µM | P0AE70 | 350,000 tested, 0.32% active | AID 504720; in the data active = activation above about 50%
# Target sequence (P0AE70 whole entry, looked up): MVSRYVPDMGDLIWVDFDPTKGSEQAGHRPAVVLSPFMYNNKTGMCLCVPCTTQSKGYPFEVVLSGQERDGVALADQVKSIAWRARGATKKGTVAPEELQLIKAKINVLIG
# VHR inh abs = DUSP3 (human) phosphatase inhibition; P51452; recombinant VHR phosphatase, pNPP absorbance; inhibition, % at 13.3 µM; 290,000 tested, 0.52% active; AID 1654; in the data active = inhibition above about 50%; also: some compounds called inactive have numbers as strong as hits
# SARS 3CLpro inh = SARS-CoV 3CLpro protease inhibition; P0C6X7; recombinant SARS-CoV 3CLpro, quenched FRET peptide cleavage; inhibition, % at 6 µM; 290,000 tested, 0.14% active; AID 1706; in the data active = inhibition above about 12%
# Active calls of the source: *; ? = inconclusive; . = no result given; & = joins results of further samples. Rule as the data show it, unless noted: active = inhibition above about 30%; inconclusive = no clear call, values can overlap the other calls; inactive = below that.
# A first look, 6 compounds:
SMILES,Rv3671c inh,PriA SSB inh,Anthrax LF inh2,BoNT A protease,BoNT-F LC inh,PrPC TRFRET,CCHF vOTU inh,MazF activator,VHR inh abs,SARS 3CLpro inh
Cc1ccnc2c(N3C(=O)C4C5c6ccccc6C(c6ccccc65)C4C3=O)cccc12 (centres undefined),-1,-8,-6,-2.9,-10,6,-3,-1,0,0
Fc1ccc(-c2ccc3c(c2)C2CC3CCN2Cc2ccc3c(c2)OCO3)cc1 (centres undefined),.,4,-5,-0.5,-7,-4,-5,-9,.,.
O=C(NCc1ccco1)C1CCN(Cc2ccc(F)cc2)CC1,-6,-13,2,0.1,-14,-9,6,-4,-10,5
CCOC(=O)c1c(NC(=O)CSc2nc3ccc(OC)cc3[nH]2)sc2c1CC(C)(C)NC2(C)C,3,2,.,.,.,-14,19,16,.,.
CC1(C)C=C2C(=NN(c3ccccc3)C(N)=C2C#N)CO1,-38,7,2,-2.6,24,-12,50*,0,19,1
CN(C)c1cccc(C(=O)NC2CCCc3ccccc32)c1 (centres undefined),-4,16,-3,0.4,4,7,-18,3,-12,2

# Main list, from the start:
SMILES,Rv3671c inh,PriA SSB inh,Anthrax LF inh2,BoNT A protease,BoNT-F LC inh,PrPC TRFRET,CCHF vOTU inh,MazF activator,VHR inh abs,SARS 3CLpro inh
Cc1ccnc2c(N3C(=O)C4C5c6ccccc6C(c6ccccc65)C4C3=O)cccc12 (centres undefined),-1,-8,-6,-2.9,-10,6,-3,-1,0,0
Fc1ccc(-c2ccc3c(c2)C2CC3CCN2Cc2ccc3c(c2)OCO3)cc1 (centres undefined),.,4,-5,-0.5,-7,-4,-5,-9,.,.
O=C(NCc1ccco1)C1CCN(Cc2ccc(F)cc2)CC1,-6,-13,2,0.1,-14,-9,6,-4,-10,5
CCOC(=O)c1c(NC(=O)CSc2nc3ccc(OC)cc3[nH]2)sc2c1CC(C)(C)NC2(C)C,3,2,.,.,.,-14,19,16,.,.
CC1(C)C=C2C(=NN(c3ccccc3)C(N)=C2C#N)CO1,-38,7,2,-2.6,24,-12,50*,0,19,1
CN(C)c1cccc(C(=O)NC2CCCc3ccccc32)c1 (centres undefined),-4,16,-3,0.4,4,7,-18,3,-12,2
NC(=O)C1CCN(c2ccnc3cc(Cl)ccc23)CC1,-5,-19,-2,-0.2,0,0,-6,11,17,5
CCCCCCCC(O)CC(CC1CCCCC1)C(=O)NN (centres undefined),12,-3,-2,-0.2,-18,6,13,4,-5,0
O=C(c1cc2ccccc2oc1=O)N(c1ccccc1)C1C=CS(=O)(=O)C1 (centres undefined),-1,-5,-2,-0.5,2,1,0,11,12,2
O=C1c2ccccc2C(=O)N1C1C=CC=CC=C1,.,.,-2,-0.1,-7,-2,2,3,.,.
COc1ccc(CCN=C(N)NS(=O)(=O)c2ccc(C)c(C)c2)cc1,-3,-3,-2,-0.6,3,4,-12,0,27,1
C(=N\Nc1nc2ccccc2s1)/c1ccc2c(c1)OCO2,2,.,1,-1.2,-25,-8,5,-10,0,6
CCNS(=O)(=O)c1ccc(NC(=O)c2cncc(Br)c2)cc1,0,-5&-22,0,-0.2,-9,3,-9,-1,0,1
CC1S/C(=N/N=C/c2cccc([N+](=O)[O-])c2)NC1=O (centres undefined),-14,.,6,?,?,4,-12,5,19,5
CC1(C)N=C(N)N=C(N)N1c1cc(Cl)ccc1Cl,.,.,2,0.0,-1,-6,1,-25,.,.
O=C(NCCN1CCC(n2c(=O)[nH]c3ccccc32)CC1)c1ccccc1C(F)(F)F,.,.,5,0.6,3,-6,2,.,.,.
NC(=O)c1ccc(NC(=O)c2cccc(Oc3ccccc3)c2)cc1,-19,4,2,0.1,4,1,9,-21,-20,-4
Brc1ccc(Br)c2cnccc12,.,-1,0,-0.4,-7,-5,3,6,.,.
CC(C)c1ccc(NC(=S)N2CCN(Cc3ccccc3)CC2)cc1,-15,16,-7,0.0,6,2,9,-4,8,-1
CN(C)c1ccc(NC(N)=S)cc1,9,2,0,0.4,-5,7,9,9,-2,2
CCOc1ccc(N2CCc3c(C)nc(SC)nc32)cc1,3,-3,4,0.5,2,5,6,18,26,1
c1ccc(CN2CCC(N3CCC(N4CCCCCC4)CC3)CC2)cc1,-15,6,-12,-1.5,?,.,.,14,-9,1
CC(NCC(=O)Nc1ccccc1C(=O)NC1CC1)c1ccc(Cl)cc1 (centres undefined),.,.,-3,-0.6,-2,0,6,-8,.,.
COc1ccc(C(C(=O)NC(C)(C)C)N(Cc2ccc(C)cc2)C(=O)CCC(=O)Nc2cc(C)on2)cc1 (centres undefined),-4,11,-1,0.0,-4,0,17,3,4,7
O=S(=O)(c1cccc(Br)c1)N1CCN(c2ccnc3cc(Cl)ccc23)CC1,-19,-3,-3,1.8,-6,6,-3,-5,-9,-1
Cc1ccc(-c2c(C)nn3c(N4CCOCC4)cc(C)nc23)cc1,.,-21,-4,0.2,-2,-3,8,4,-11,0
Cc1cccc(C2(c3cccc(C)c3)OC(=O)c3ccccc32)c1,-2,-5,-3,0.6,0,4,4,1,19,7
O=C(O)CC(NC(=S)NCc1ccccc1)C(=O)O (centres undefined),-9,-1,-1,1.9,17,7,-2,-1,14,4
Cc1cccc(N(C(=O)c2cnc3n(c2=O)CCS3)C2CCCCC2)c1,-5,3,2,2.5,2,.,.,0,5,-4
CCC(Oc1ccccc1)C(=O)NCc1cccnc1 (centres undefined),12,-18,-6,-0.2,1,3,14,6,4,-5
O=C(CCCN1C(=O)c2cccc3cccc(c23)C1=O)Nc1nccs1,-8,-4,-2,-0.7,-7,4,14,0,5,-3
Cn1c(N)c(C(=O)COC(=O)CC(NC(=O)c2ccccc2Cl)c2ccccc2)c(=O)n(C)c1=O (centres undefined),-13,-10,0,1.5,7,-5,5,-4,-16,3
CC(=O)Nc1nc(CC(C)C)cc(-c2ccccc2)c1C#N,8,-1,-5,1.1,-4,-2,3,9,-7,3
Cc1ccc(C)c(OC(=O)c2ccncc2)c1,-1,-9,1,0.7,5,-1,3,4,-32,-2
O=C(NC1CC2CCCC(C1)N2Cc1ccc(F)cc1)c1ccc(F)cc1 (centres undefined),-2,-9,2,?,?,-15,-2,-15,19,1
Cc1cc(OCC(=O)NCc2ccc(S(N)(=O)=O)cc2)c2c3c(c(=O)oc2c1)CCC3,0,-5,-2,0.2,4,-10,0,72*,-2,-1
CSc1nc2cc(C)nn2c(-c2ccccc2)c1C#N,5,-3,6,0.5,?,-2,-9,4,-9,2
O=C(NNC1OC(CO)C(O)C(O)C1O)c1cccc(Br)c1 (centres undefined),5,-13,-7,-0.4,-2,12,12,1,-13,7
C=CCN1C=C2C(=O)C(C)(OC(=O)CC)C(=O)C=C2C=C1CCCC (centres undefined),-19,-44,-9,0.6,-16,-11,8,2,7,.
O=c1c2cc(-c3ccccc3)sc2nc2n1CCC2,-14,.,.,.,.,-11,-6,.,5,1
O=C(Nc1ccc2c(c1)OCO2)N1CCN(c2cccc(C(F)(F)F)c2)CC1,3,1,-5,-1.2,-6,14,-5,0,-9,-3
COc1ccc(-c2nn(-c3ccccc3)cc2C(N)=O)cc1OC,0,-3,-6,1.1,6,2,-4,9,4,5
CC(C)c1ccc(NC(=O)C(c2ccccc2)N2CC(=O)Nc3ccccc32)cc1 (centres undefined),-1,0,-3,-1.2,-14,-2,8,2,-7,-2
Nc1cccc(Oc2c(F)c(F)c(Oc3cccc(N)c3)c(F)c2F)c1,-3,-12,?,9.8,38*,13,1,3,4,3
O=C(COc1ccccc1Cl)Nc1nnc(S(=O)(=O)N2CCCCCC2)s1,0,100*,-8,1.0,-1,5,8,2,-2,-1
COc1ccccc1C(=O)COC(=O)Cc1c[nH]c2ccccc12,-5,4,5,6.5,33,0,14,6,.,.
CCC1=Nc2cc(C(=O)NCCCN3CCOCC3)ccc2Sc2ccc(Br)cc21,-20,20,4,2.0,10,3,3,-6,-9,-5
CCc1ccc(OCCCN=C(C)c2c(O)n(C)c(=O)n(C)c2=O)cc1,-1,-3,-5,-0.5,-18,11,11,1,-15,0
Cc1ccc(S(=O)(=O)Nc2ccc3c(c2)C(=O)N([C@@H](C)CO)C[C@@H](C)[C@@H](CN(C)C(=O)NC2CCCCC2)OCCCC[C@H](C)O3)cc1,.,.,-8,-1.3,-8,-5,-7,.,.,.
CCCCN1C(=O)N(C)C2C1N(C)C(=O)N2CCCC (centres undefined),4,-4,2,-0.6,4,-3,4,5,4,-7
COc1ccc(CCNC(=O)C2CCN(S(=O)(=O)c3cccc4cccnc34)CC2)cc1OC,-7,-7,-3,-0.1,7,.,.,-4,15,-5
COc1cccc(-c2ccc(SCC(=O)NC3CCCCC3)nn2)c1,2,-12,3,1.5,7,8,3,2,6,-2
COc1ccc(C2/C=C\CN(C(=O)Oc3ccccc3)CC(=O)N2Cc2ccc(F)cc2)cc1 (centres undefined),.,-9,-1,0.2,1,0,-3,1,7,.
CCOC(=O)c1c(-c2ccc(C)s2)csc1N,7,-6,0,-0.6,-5,70*,1,4,6,-3
CCc1cccc(CC)c1NC(=O)c1cccc(S(=O)(=O)N2CCN(C)CC2)c1,.,-9,-2,-1.1,-6,-3,-7,-3,10,-1
COc1ccc(CCNC2CC(=O)N(CCc3ccccc3)C2=O)cc1OC (centres undefined),0,-3,0,0.5,1,-5,-5,-8,36,-4
Cc1ccc(C)c(-c2csc(NC(=O)c3cnccn3)n2)c1,1,3,-7,-3.2,-3,1,-7,5,8,4
Cc1cccc(OCC(=O)Nc2cccc(C(=O)Nc3ccccc3C(=O)O)c2)c1,-8,-3,-2,0.3,-6,1,11,1,-8,5
O=c1c2cc(Br)ccc2nc(-c2ccc([N+](=O)[O-])cc2)n1O,9,-9,-2,3.6,7,-2,-8,22,26,-3
O=C(COc1cc(Cl)ccc1Cl)Nc1ccc2[nH]c(=O)[nH]c2c1,-12,-3,-2,-4.4,2,4,-2,-11,.,.

# More structures.
SMILES,Rv3671c inh,PriA SSB inh,Anthrax LF inh2,BoNT A protease,BoNT-F LC inh,PrPC TRFRET,CCHF vOTU inh,MazF activator,VHR inh abs,SARS 3CLpro inh
CCCCN(C(=O)/C=C/c1ccc(OCC(C)C)c(OCC)c1)c1c(N)n(CCC)c(=O)[nH]c1=O,7,-1,0,-0.1,-5,3,15,-1,26,-2
CCOc1ccc(CNC(=O)Cn2ccc3cc(S(=O)(=O)N4CCCCCC4)ccc32)cc1,-10,-6,.,.,.,-10,-12,2,6,3
COCCCn1c(SCC(=O)Nc2oc(C)c3c(C)n[nH]c(=O)c23)nc2ccccc2c1=O,4,6,-1,2.9,-1,6,-4,3,.,.
Cc1ccc(C(=O)NC(C)C2CCCO2)o1 (centres undefined),2,-7,0,0.5,5,-4,-8,9,12,-1
C[C@@H](NC(=O)c1coc(=O)c(Br)c1)c1ccccc1,5,-1,3,0.7,-8,-6,-14,4,-18,-2
CC(C)CNS(=O)(=O)c1cc(C(=O)O)c(Cl)cc1Cl,3,1,-1,0.0,-11,7,-7,1,9,-2
Cc1ccc(NC(=O)C2CC(=O)n3c(nc4ccccc43)N2)cc1Cl (centres undefined),-20,11,-4,0.2,-5,7,6,-14,3,8
Cc1cc(=O)c(C(=O)O)nn1-c1ccccc1[N+](=O)[O-],3,-3,3,0.9,7,-12,-4,12,7,-2
CCOC(=O)N1CCN(c2cccc(C)c2C)CC1,-5,-11,-4,-0.2,-12,11,-3,-3,-20,2
Cc1ccc(-c2cc(C(=O)NCCCN3CCOCC3)c3ccccc3n2)cc1C,0,3,0,-0.6,0,-1,-31,-3,20,-3
CCCCOc1[nH]c2nc(-c3ccco3)n(Cc3ccco3)c(=N)c2c1C#N,10,5,1,0.5,0,-1,11,-139,-8,-4

# This is a subset; rates above refer to the full screens.
